Assay outcomes from PubChem.
L929 necroptosis: inhibitors of zVAD-triggered necroptosis, primary screen, L929 cells; AID 1377, 2008; hit rate 0.38% among 220,000; L929 zVAD necroptosis rescue, ATP luminescence, 24 h; with zVAD 60 µM; viability rescue, % at 10 µM;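 active = activation, scaled between plate controls, above about 75%, limit read from the data; inactive = activation under that limit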;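 also: 0% = zVAD with DMSO and 100% = DMSO alone without zVAD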
m-calpain inh: inhibitors of pig calpain II, primary screen, biochemical, fluorogenic peptide substrate, 1536-well. purified calpain II, 30 min. inhibition, % at 16 µM. hit rate 0.37% among 220,000;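 active = inhibition above about 50%, limit read from the data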
PERK inh: block of dimerizer-induced PERK translation repression, primary screen, PERK inhibitor project, CHO PERK-DD cells, SEAP luminescence, HTS | inhibition, % at 5.6 µM | CHO PERK-DD fusion, SEAP luminescence translation reporter | hit rate 0.17% among 220,000;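 active = inhibition above the mean inhibition of all tested compounds plus 3 SD, set separately per screening campaign, cut at about 2.9% in these data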;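 also: PERK kinase domain activated by AP20187 dimerizer at 100 nM; 0% = DMSO with dimerizer and 100% = rapamycin at 8.4 µM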
Cl transport mod: KCC2 cotransporter modulators, thallium flux, primary screen, cell-based, HEK293 KCC2, FluoZin-2 fluorescence, MLSMR. KCC2 cells, thallium flux FluoZin-2 fluorescence. B-score of Tl+ flux slope (higher = more flux/activation; lower = inhibition) at 10 µM. hit rate 2.2% among 190,000. Solute carrier family 12 member 5 (Homo sapiens), Q9H2X9;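 active = thallium flux slope and its plate-corrected score both differing from the plate sample mean at a set confidence after two filtering rounds, in either direction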;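 also: slope of fluorescence scaled to starting intensity during 10 to 20 s after thallium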
EBV gp42 block: Epstein-Barr virus gp42 inhibitors, primary screen, biochemical, uHTS, fluorescence polarization | Glycoprotein 42 (Epstein-Barr virus (strain AG876)), Q1HVG2 | Fluorescence polarization binding assay, mP read-out | AID 1085, 2008 | inhibition, % (tested at 21.74 µM) | hit rate 0.42% among 220,000; in the data active = inhibition above about 50%
Target sequence (Q1HVG2 whole entry, looked up): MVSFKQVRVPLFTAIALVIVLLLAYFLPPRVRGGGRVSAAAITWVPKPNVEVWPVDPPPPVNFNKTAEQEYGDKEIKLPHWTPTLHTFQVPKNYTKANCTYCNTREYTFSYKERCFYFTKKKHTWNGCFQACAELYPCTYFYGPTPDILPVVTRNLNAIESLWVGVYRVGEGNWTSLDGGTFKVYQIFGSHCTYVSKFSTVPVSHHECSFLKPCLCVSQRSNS
MDM2 E3 inh: MDM2-luciferase reporter signal enhancers, primary screen, MDM2 E3 ligase inhibitor project, cell-based, luminescence, 1536-well | E3 ubiquitin-protein ligase Mdm2 (Homo sapiens), Q00987 | cell-based MDM2 ubiquitination luciferase reporter, 2 h; 0 = plate control, 100 = twice control, blank-subtracted | signal enhancement, % at 5 µM | hit rate 0.11% among 210,000;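 active = signal enhancement of 30% or more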;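 also: luminescence tracks abundance of the self-degrading MDM2-luciferase fusion protein; higher signal means inhibition of MDM2 E3 ligase activity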
Target sequence (Q00987 whole entry, looked up, the tested form may be a part): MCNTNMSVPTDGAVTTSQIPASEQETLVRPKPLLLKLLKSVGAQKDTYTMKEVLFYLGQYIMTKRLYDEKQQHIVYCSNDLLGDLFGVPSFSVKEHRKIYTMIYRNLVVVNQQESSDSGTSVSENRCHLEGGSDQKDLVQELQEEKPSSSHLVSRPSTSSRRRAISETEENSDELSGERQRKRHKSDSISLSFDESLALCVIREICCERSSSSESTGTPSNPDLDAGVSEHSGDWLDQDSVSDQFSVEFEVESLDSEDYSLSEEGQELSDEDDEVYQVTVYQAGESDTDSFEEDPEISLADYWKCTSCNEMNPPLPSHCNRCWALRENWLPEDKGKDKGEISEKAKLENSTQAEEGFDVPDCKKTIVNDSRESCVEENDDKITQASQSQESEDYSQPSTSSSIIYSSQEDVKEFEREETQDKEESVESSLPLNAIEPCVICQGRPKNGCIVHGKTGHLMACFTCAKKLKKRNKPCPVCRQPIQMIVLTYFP
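System: stable MDM2–luciferase fusion reporter cells / Input: 2000 cells seeded into each well / Schedule: 4 h settle plus 2 h compound, 37 °C / Compound: single-point 5 µM / Buffer or medium: cells held in DMEM / Benchmarks: control and blank well means / Evaluation: percent signal gain over controls, blank-subtracted / Measured by: luciferase luminescence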
Rad51 HR inh: human RAD51 strand exchange inhibitors, primary screen, biochemical, fluorescence; DNA repair protein RAD51 homolog 1 (Homo sapiens), Q06609; hRad51 DNA strand exchange, fluorescence dequenching; inhibition, % at 10 µM; hit rate 0.085% among 200,000;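 active = inhibition above 40% at the single screening dose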;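 also: 0% = DMSO control wells and 100% = blanks with heterologous ssDNA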
Target sequence (Q06609 whole entry, looked up): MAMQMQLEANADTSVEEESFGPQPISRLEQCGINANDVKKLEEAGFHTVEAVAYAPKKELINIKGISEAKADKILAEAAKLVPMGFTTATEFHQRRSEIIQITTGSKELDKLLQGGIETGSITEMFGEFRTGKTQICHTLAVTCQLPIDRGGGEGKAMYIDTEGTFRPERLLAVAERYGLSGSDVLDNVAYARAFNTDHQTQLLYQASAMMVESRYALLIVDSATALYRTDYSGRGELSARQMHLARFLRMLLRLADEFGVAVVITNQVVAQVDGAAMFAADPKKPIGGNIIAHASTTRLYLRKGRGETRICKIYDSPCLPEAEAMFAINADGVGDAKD
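System: human Rad51 nucleoprotein filaments preassembled on unlabelled ssDNA. Reagent: labelled 47-mer dsDNA for strand exchange. Schedule: 30-min compound preincubation and 15-min exchange, both room temperature. Measured by: FRET fluorescence dequenching, excitation 485 nm, emission 520 nm. Read-out: Fluorescence-based percent inhibition, control- and blank-normalised. Benchmarks: plate controls and plate blanks.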
TNF death inh: inhibitors of TNF-alpha triggered necroptosis, primary screen, cell-based, Jurkat FADD-/-, single concentration; hit rate 0.068% among 220,000; activation (protection from cell death), % at 10 µM; Jurkat FADD-/- TNF necroptosis rescue, ATP luminescence, 24 h; 0 = TNF only, 100 = no-TNF cells;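 active = activation, meaning protection from cell death, of at least 50% relative to plate controls; inactive = activation below 50%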;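 also: necroptosis triggered by 40 ng/mL TNF-alpha added together with compound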
eIF4E 4G PPI: eIF4E–eIF4G protein interaction inhibitors, primary screen, biochemical, uHTS, TR-FRET, eIF4GI fragment; Eukaryotic translation initiation factor 4E (Mus musculus) + Eukaryotic translation …; TR-FRET eIF4E-eIF4GI(517-606) binding, 2 h; inhibition, % at 21.7 µM; hit rate 0.37% among 220,000; AID 782, 2007;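 active = inhibition above about 30%, limit read from the data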;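 also: 0% = full FRET control wells and 100% = background wells lacking eIF4GI fragment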
Active calls of the source: *; [ ] = remark or other dose.

What do the screens show for `CC1=C(C(=O)NCCN2CCOCC2)C2(CCC(C)CC2)OC1=O` (centres undefined)?
L929 necroptosis: 1.6; m-calpain inh: 1; PERK inh: 0.3; Cl transport mod: 0.021; EBV gp42 block: -5; MDM2 E3 inh: -6; Rad51 HR inh: 0; TNF death inh: 1.7; eIF4E 4G PPI: -5

How did CCN(CC(=O)Nc1c(F)cccc1F)C(=O)COc1ccc2c(C)cc(=O)oc2c1 do in these assays?
L929 necroptosis: 0.6; m-calpain inh: -107; PERK inh: 1.8; Cl transport mod: -0.18; EBV gp42 block: -21; MDM2 E3 inh: -4; Rad51 HR inh: -30; TNF death inh: 0.4; eIF4E 4G PPI: 5

What do the screens show for `CC(C)C(=O)Nc1nc2cc3c(cc2s1)OCO3`?
L929 necroptosis: 1.7; m-calpain inh: -5; PERK inh: 0.7; EBV gp42 block: -16; MDM2 E3 inh: -36; Rad51 HR inh: 2; TNF death inh: -0.8; eIF4E 4G PPI: -5

Results for CCC1CCCCN1CCCNC(=O)c1cn(CC)c2ccc(S(=O)(=O)N3CCc4ccccc4C3)cc2c1=O (centres undefined) ?
L929 necroptosis: 2.0; m-calpain inh: 5; PERK inh: 0.3; Cl transport mod: 0.097; EBV gp42 block: -7; MDM2 E3 inh: -45; Rad51 HR inh: -15; TNF death inh: 0.6; eIF4E 4G PPI: 6

What do the screens show for `Cc1ccc(S(=O)(=O)Nc2cc(-c3ccccc3)nn2C)cc1Cl`?
L929 necroptosis: 0.5; m-calpain inh: 20; PERK inh: 0.7; Cl transport mod: -0.018; EBV gp42 block: -1; MDM2 E3 inh: -13; Rad51 HR inh: -31; TNF death inh: -0.6; eIF4E 4G PPI: -1

How did O=C(O)/C=C/C(=O)OC1CC2CCC1C2 (centres undefined) do in these assays?
L929 necroptosis: -0.7; m-calpain inh: -6; PERK inh: 0.8; Cl transport mod: -0.017; EBV gp42 block: 3; MDM2 E3 inh: -2; Rad51 HR inh: 8; TNF death inh: 1.2; eIF4E 4G PPI: -4

How did CC(C)c1ccc(NC(=O)c2cc(S(=O)(=O)NCC3COc4ccccc4O3)ccc2F)cc1 (centres undefined) do in these assays?
m-calpain inh: 40; PERK inh: -0.5; Cl transport mod: -1.3; EBV gp42 block: 3; MDM2 E3 inh: -2; TNF death inh: 4.4; eIF4E 4G PPI: 5[fluorescence artefact?]

Results for O=C(CSc1nc2ccccc2s1)NNC(=S)Nc1ccccc1 ?
L929 necroptosis: -0.8; m-calpain inh: 12; PERK inh: -1.2; Cl transport mod: -1.8; EBV gp42 block: 12; MDM2 E3 inh: -9; Rad51 HR inh: -1; TNF death inh: 1.9; eIF4E 4G PPI: -1[fluorescence artefact?]

Results for CCOc1ccc(OCCCC(=O)NC2=NCCS2)cc1 ?
L929 necroptosis: 0.1; m-calpain inh: -11; PERK inh: -0.4; Cl transport mod: -0.47; EBV gp42 block: 5; Rad51 HR inh: -9; TNF death inh: -0.5; eIF4E 4G PPI: -21

How did COc1ccc(NC(=O)/C(Cl)=C(/Cl)S(=O)Cc2ccccc2Cl)cn1 (centres undefined) do in these assays?
L929 necroptosis: -3.7; m-calpain inh: 27; PERK inh: -2.0; Cl transport mod: -2.8; EBV gp42 block: 3; MDM2 E3 inh: 12; Rad51 HR inh: 3; TNF death inh: -15; eIF4E 4G PPI: -4

How did CCC(C)C(NC(=O)/C(=C\c1ccccc1)NC(=O)c1ccc(OC)cc1)C(=O)O (centres undefined) do in these assays?
L929 necroptosis: 6.3; m-calpain inh: 38; PERK inh: 0.4; Cl transport mod: 0.14; EBV gp42 block: -1; MDM2 E3 inh: -11; Rad51 HR inh: -3; TNF death inh: 0.8; eIF4E 4G PPI: 2

How did COc1cc(OC)cc(-c2cc(N3C(=O)Nc4ccccc4N3O)n[nH]2)c1 do in these assays?
L929 necroptosis: 0.6; m-calpain inh: -13; PERK inh: 1.2; Cl transport mod: 1.1; EBV gp42 block: -15; MDM2 E3 inh: 13; Rad51 HR inh: -6; TNF death inh: 1.0; eIF4E 4G PPI: 11[fluorescence artefact?]

How did O=S(=O)(Nc1cccc(-c2cn3ccsc3n2)c1)c1ccc(F)cc1 do in these assays?
L929 necroptosis: 0.5; m-calpain inh: -6; PERK inh: -1.1; Cl transport mod: -2.3; EBV gp42 block: -7; MDM2 E3 inh: -9; Rad51 HR inh: 1; TNF death inh: 0.9; eIF4E 4G PPI: -1

Results for CC1CCCCC1NS(=O)(=O)c1ccc(S(=O)(=O)N2CCCC2)cc1 (centres undefined) ?
L929 necroptosis: -0.9; m-calpain inh: -4; PERK inh: -0.8; Cl transport mod: -1.3; EBV gp42 block: -15; MDM2 E3 inh: -6; Rad51 HR inh: 3; TNF death inh: -0.6; eIF4E 4G PPI: 3

Results for COC(=O)c1cc(OC)c(OC)cc1NC(=O)Cc1cccs1 ?
L929 necroptosis: 46; m-calpain inh: -19; PERK inh: -0.1; Cl transport mod: -0.019; EBV gp42 block: -3; MDM2 E3 inh: -27; Rad51 HR inh: 8; TNF death inh: 0.2; eIF4E 4G PPI: -2

What do the screens show for `Cc1cc(N/C(=N/S(=O)(=O)c2cc(F)ccc2F)c2ccccc2)n(-c2ccccc2)n1`?
L929 necroptosis: 1.1; m-calpain inh: -29; PERK inh: 0.8; Cl transport mod: 0.43; EBV gp42 block: -10; MDM2 E3 inh: -5; Rad51 HR inh: -6; TNF death inh: 1.0; eIF4E 4G PPI: -2

Results for Cn1nc(C(C)(C)C)c(NC(=O)c2cccs2)c1C(C)(C)C ?
L929 necroptosis: -0.8; m-calpain inh: -18; PERK inh: 1.6; Cl transport mod: -0.11; EBV gp42 block: -7; MDM2 E3 inh: 1; Rad51 HR inh: 11; TNF death inh: 0.1; eIF4E 4G PPI: -4

What do the screens show for `CCN1CCN(c2ccc(NC(=O)c3ccc4c(c3)[nH]c(=O)n4Cc3ccc(F)cc3)cc2)CC1`?
L929 necroptosis: 4.7; m-calpain inh: -7; PERK inh: -0.6; Cl transport mod: 0.026; EBV gp42 block: -13; TNF death inh: 9.9; eIF4E 4G PPI: -2

Results for CCOc1ccc(N2C(=O)/C(=C/c3ccccn3)SC2=S)cc1 ?
L929 necroptosis: 0.6; m-calpain inh: 3; PERK inh: 1.2; Cl transport mod: 0.45; EBV gp42 block: -10; MDM2 E3 inh: -7; Rad51 HR inh: 3; TNF death inh: 0.6; eIF4E 4G PPI: 5

Results for CCCCOC(=O)C1[C@H]2C(=O)N(CCc3ccccc3)C[C@]23C=C[C@H]1O3 (some centres undefined) ?
L929 necroptosis: -0.3; m-calpain inh: -15; PERK inh: -0.2; EBV gp42 block: 23; MDM2 E3 inh: -20; Rad51 HR inh: 13; TNF death inh: -1.4; eIF4E 4G PPI: 1

Results for CC(C)C(OC(=O)C1CCCO1)C(=O)NC1CCCC1 (centres undefined) ?
L929 necroptosis: 0.0; m-calpain inh: -17; PERK inh: 0.7; Cl transport mod: 1.3; EBV gp42 block: -15; MDM2 E3 inh: -8; TNF death inh: -1.9; eIF4E 4G PPI: -11

How did CCN(CC)CCN(C)C(=O)c1ccc(OC2CCN(C(=O)C3CC3)CC2)cc1 do in these assays?
L929 necroptosis: 0.9; m-calpain inh: -6; PERK inh: 0.4; EBV gp42 block: -1; MDM2 E3 inh: -7; Rad51 HR inh: 7; TNF death inh: 1.0; eIF4E 4G PPI: 3

Results for Cc1ccc(CNC(=O)N2CCN(C)CC2)cc1 ?
L929 necroptosis: 0.3; m-calpain inh: -19; PERK inh: 1.4; Cl transport mod: 1.3; EBV gp42 block: -8; MDM2 E3 inh: 17; Rad51 HR inh: 11; TNF death inh: 1.1; eIF4E 4G PPI: 10

How did O=C(OC1CCOC1=O)c1cc(-c2ccc(Cl)cc2)nc2ccccc12 (centres undefined) do in these assays?
L929 necroptosis: 0.3; m-calpain inh: -61; PERK inh: 0.5; Cl transport mod: -0.87; EBV gp42 block: -25; MDM2 E3 inh: -12; Rad51 HR inh: 1; TNF death inh: -0.7; eIF4E 4G PPI: -7[fluorescence artefact?]

Results for Cn1c(CN2CCOCC2)nnc1SCc1ccc(C#N)cc1 ?
L929 necroptosis: 0.7; m-calpain inh: -9; PERK inh: 0.9; EBV gp42 block: -21; MDM2 E3 inh: -9; Rad51 HR inh: 2; TNF death inh: -0.2; eIF4E 4G PPI: 3

What do the screens show for `C(=NCCCN1CCOCC1)c1ccc2c(c1)OCO2`?
L929 necroptosis: -0.7; m-calpain inh: 6; PERK inh: -0.1; Cl transport mod: 0.26; EBV gp42 block: -23; MDM2 E3 inh: -22; Rad51 HR inh: -2; TNF death inh: -0.7; eIF4E 4G PPI: 4

Results for COC(=O)c1sccc1N/C=C(\C#N)S(=O)(=O)C(C)(C)C ?
L929 necroptosis: -0.5; m-calpain inh: -2; PERK inh: 0.9; EBV gp42 block: -6; MDM2 E3 inh: -5; Rad51 HR inh: 0; TNF death inh: -0.2; eIF4E 4G PPI: -1

A stretch from the list above, as a working copy:
What do the screens show for `Cc1cc(N/C(=N/S(=O)(=O)c2cc(F)ccc2F)c2ccccc2)n(-c2ccccc2)n1`?
L929 necroptosis: 1.1; m-calpain inh: -29; PERK inh: 0.8; Cl transport mod: 0.43; EBV gp42 block: -10; MDM2 E3 inh: -5; Rad51 HR inh: -6; TNF death inh: 1.0; eIF4E 4G PPI: -2

Results for Cn1nc(C(C)(C)C)c(NC(=O)c2cccs2)c1C(C)(C)C ?
L929 necroptosis: -0.8; m-calpain inh: -18; PERK inh: 1.6; Cl transport mod: -0.11; EBV gp42 block: -7; MDM2 E3 inh: 1; Rad51 HR inh: 11; TNF death inh: 0.1; eIF4E 4G PPI: -4

What do the screens show for `CCN1CCN(c2ccc(NC(=O)c3ccc4c(c3)[nH]c(=O)n4Cc3ccc(F)cc3)cc2)CC1`?
L929 necroptosis: 4.7; m-calpain inh: -7; PERK inh: -0.6; Cl transport mod: 0.026; EBV gp42 block: -13; TNF death inh: 9.9; eIF4E 4G PPI: -2

Results for CCOc1ccc(N2C(=O)/C(=C/c3ccccn3)SC2=S)cc1 ?
L929 necroptosis: 0.6; m-calpain inh: 3; PERK inh: 1.2; Cl transport mod: 0.45; EBV gp42 block: -10; MDM2 E3 inh: -7; Rad51 HR inh: 3; TNF death inh: 0.6; eIF4E 4G PPI: 5
